# Screening results (PubChem)
# CHO-K1 Ca ag – counter-screen for M1 agonists: effect in parental CHO-K1 cells. 0.48% of 360,000 active. Fluo-8 calcium fluorescence; scaled to maximal ATP response, vehicle zero. activation, % at 3 µM; in the data active = activation above about 15%;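 note: untransfected CHO-K1 host cells lacking M1 receptor as counterscreen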
# M1 PAM parental – nonselective calcium activators in parental CHO-K1 cells, primary screen, counter-screen for M1 PAM project, cell-based, Fluo-8 calcium fluorescence, full deck, 1536-well; ATP EC20; 0% at ATP EC20, 100% at ATP max; 0.02% of 360,000 active; activation, % at 3 µM; AID 602247, 2012;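 active = activation above the run cutoff, the mean activation of all test compounds plus 3 SD, cut at about 40% in these data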;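 note: peak over basal fluorescence ratio in a 140 s read after ATP addition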
# CHO-K1 Ca antag – counter-screen for M1 antagonists: effect in parental CHO-K1 cells | 0.6% of 360,000 active | ATP-induced calcium, Fluo-8 fluorescence | AID 602250 | inhibition, % at 3 µM;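 active = inhibition above a per-plate cutoff, the plate's mean sample inhibition plus 3 SD, cut at about 24% in these data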;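 note: 0% = DMSO plus EC80 ATP and 100% = DMSO alone without ATP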
# CHRM4 antagonist – human M4 muscarinic receptor antagonists, primary screen, CHO cells, Fluo-8 calcium fluorescence; CHO-hM4 cells, ACh EC80; 0.73% of 360,000 active; Muscarinic acetylcholine receptor M4 (Homo sapiens), P08173; AID 624125, 2012; inhibition, % at 3 µM;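 active = inhibition above its plate's cutoff, the mean inhibition of sample wells plus 3 SD, cut at about 27% in these data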;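 note: 0% = acetylcholine EC80 with DMSO and 100% = DMSO without agonist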
# Target sequence (P08173 whole entry, looked up): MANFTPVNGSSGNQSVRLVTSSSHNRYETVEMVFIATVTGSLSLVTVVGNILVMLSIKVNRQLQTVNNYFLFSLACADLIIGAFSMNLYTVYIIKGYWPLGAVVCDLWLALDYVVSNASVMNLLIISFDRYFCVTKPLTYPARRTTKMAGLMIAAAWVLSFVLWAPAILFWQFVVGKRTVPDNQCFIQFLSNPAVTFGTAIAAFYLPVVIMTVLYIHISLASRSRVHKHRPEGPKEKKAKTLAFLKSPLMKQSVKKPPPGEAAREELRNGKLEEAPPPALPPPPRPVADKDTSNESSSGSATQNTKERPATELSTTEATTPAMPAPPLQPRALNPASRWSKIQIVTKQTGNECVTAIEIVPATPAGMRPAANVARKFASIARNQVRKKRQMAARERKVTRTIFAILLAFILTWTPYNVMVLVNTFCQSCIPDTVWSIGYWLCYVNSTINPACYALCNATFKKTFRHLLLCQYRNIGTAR
# M4 PAM – human M4 muscarinic receptor positive allosteric modulators, primary screen, CHO-K1 cells, Fluo-8 calcium fluorescence. CHO-K1 hM4/Gqi5, ACh EC20; 0% = ACh EC20, 100% = maximal ACh. activation, % at 3 µM. AID 624126, 2012. 0.4% of 360,000 active;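 active = activation above its plate's cutoff, the mean activation of sample wells plus 3 SD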; note: some results filed as inactive read as strong as hits
# CHRM4 agonist – human M4 muscarinic receptor agonists, primary screen, CHO-K1 cells, Fluo-8 calcium fluorescence | 0.14% of 360,000 active | Muscarinic acetylcholine receptor M4 (Homo sapiens), P08173 | CHO-K1 hM4/Gqi5; vehicle 0%, full acetylcholine response 100% | activation, % at 3 µM | AID 624127, 2012;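 active = activation above the run mean over all test wells plus 3 SD, cut at about 32% in these data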;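 note: peak over basal fluorescence ratio per well then scaled between controls; 0% = DMSO wells and 100% = acetylcholine at EC100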
# M5 ag – human M5 muscarinic receptor agonists, primary screen, CHO-K1 cells, Fluo-8 calcium fluorescence. CHO-K1 hM5 cells; 0% DMSO wells, 100% maximal acetylcholine response. 0.19% of 360,000 active. Muscarinic acetylcholine receptor M5 (Homo sapiens), P08912. activation, % at 3 µM;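 active = activation above the run's mean over test compounds plus 3 SD, cut at about 23% in these data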;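 note: signal is peak over basal fluorescence ratio across the kinetic read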
# Target sequence (P08912 whole entry, looked up): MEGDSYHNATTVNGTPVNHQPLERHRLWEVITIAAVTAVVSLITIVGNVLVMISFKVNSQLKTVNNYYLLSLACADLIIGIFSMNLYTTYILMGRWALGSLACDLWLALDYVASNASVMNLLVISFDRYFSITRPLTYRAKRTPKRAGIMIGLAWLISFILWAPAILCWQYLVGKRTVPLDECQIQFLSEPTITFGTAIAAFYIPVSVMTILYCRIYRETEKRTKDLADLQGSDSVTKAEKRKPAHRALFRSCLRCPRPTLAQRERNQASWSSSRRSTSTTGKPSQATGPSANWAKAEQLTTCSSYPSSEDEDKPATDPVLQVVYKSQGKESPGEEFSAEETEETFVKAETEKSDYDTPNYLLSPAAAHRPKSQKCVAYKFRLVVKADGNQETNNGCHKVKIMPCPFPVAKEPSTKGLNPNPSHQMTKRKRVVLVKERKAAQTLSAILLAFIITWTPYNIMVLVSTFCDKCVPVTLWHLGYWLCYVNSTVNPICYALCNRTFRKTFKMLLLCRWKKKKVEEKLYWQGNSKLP
# CHRM5 PAM – human M5 muscarinic receptor positive allosteric modulators, primary screen, CHO-K1 cells, Fluo-8 calcium fluorescence; CHO-K1 hM5, ACh EC20 PAM; 0% = ACh EC20, 100% = ACh EC100; activation, % at 3 µM; 0.3% of 360,000 active;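 active = activation above the run cutoff, the mean activation of all test compounds plus 3 SD, cut at about 18% in these data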
#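 Probe or stimulus: acetylcholine, EC20 level; Assay system: human M5 receptor in CHO-K1 cells; Schedule: compound preincubation 140 s before EC20 acetylcholine addition; Technique: intracellular calcium via Fluo-8 fluorescence; Dosing: single-point, 3 µM nominal; Read-out basis: percent activation from peak-over-basal fluorescence ratio, scaled EC20-to-EC100 acetylcholine; Repeats: one well per compound, no replicates.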
# M5 antag – human M5 muscarinic receptor antagonists, primary screen, CHO cells, Fluo-8 calcium fluorescence | CHO-hM5 cells, ACh EC80 | 0.59% of 360,000 active | inhibition, % at 3 µM | AID 624040, 2012 | Muscarinic acetylcholine receptor M5 (Homo sapiens), P08912;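 active = inhibition above a per-plate cutoff, the mean of that plate's test compounds plus 3 SD, cut at about 27% in these data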;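 note: 0% = acetylcholine EC80 with DMSO and 100% = DMSO without agonist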
# * = called active by the depositor.
[1] Cc1ccc(Cn2c3ccccc3c3cn[nH]c(=O)c32)cc1
[2] COc1ccc(-c2csc(NC(=O)CSc3nnc(Nc4ccccc4C)s3)n2)cc1
[3] Cc1cc(NS(=O)(=O)c2ccc(NC(=O)C(C)Oc3ccc(Cl)cc3)cc2)no1 (stereo unspecified)
[4] CC(C)C[C@H]1CN=C(Nc2ccccc2)N1CC1CCC1
[5] COc1ccc(S(=O)(=O)Cc2ccc(C(=O)NCCCN3CCc4ccccc4C3)o2)cc1
[6] C(=C\c1ccccc1)/C=N/n1cnnc1
[7] COc1ccc(-c2noc(CCC(=O)N3CCN(c4ccccc4OC)CC3)n2)cc1
[8] CC1CCC(N2CC(=O)N(Cc3ccc4c(c3)OCO4)C(c3ccc(F)cc3)C2=O)CC1 (stereo unspecified)
assay / compound	1	2	3	4	5	6	7	8
CHO-K1 Ca ag	0.5	-0.1	0.7	0.1	0.5	0.9	7.7	0.4
M1 PAM parental	0	-5	11	-2	30	10	12	0
CHO-K1 Ca antag	-5	11	0	-8	-6	2	-14	3
CHRM4 antagonist	-12	1	3	-3	-4	-5	-16	14
M4 PAM	3	-3	3	-3	0	2	-2	-9
CHRM4 agonist	-2	2	1	2	0	1	15	-1
M5 ag	4	-1	-3	-3	-5	0	4	0
CHRM5 PAM	2	-3	1	5	-7	-6	-6	-2
M5 antag	-3	5	5	0	1	2	11	1

[9] Cc1cc(=O)[nH]c(SCCOc2ccc(OC(C)C)cc2)n1
[10] C/C(N)=C(/C#N)C(=O)COC(=O)c1cc2c(s1)CCC(C)C2 (stereo unspecified)
[11] CC(=O)c1cccc(NC(=O)CCc2nnc3ccc(N4CCN(C)CC4)nn23)c1
[12] Cc1ccc2cc3c(NC(=O)CC(C)C)nn(C)c3nc2c1
[13] Cc1cc(=O)[nH]c2c1c(=O)[nH]n2C1CC(C)N(C)CC1C (stereo unspecified)
[14] COc1ccc(OCC(O)CN(C)C(=O)/C=C/c2cccc([N+](=O)[O-])c2)cc1 (stereo unspecified)
[15] CCC(=O)Nc1cccc(-n2nnnc2SCC(=O)c2ccc(C)c(C)c2)c1
[16] O=C1CC(C(=O)N(CC2CCCO2)C(C(=O)NC2CCCCC2)c2ccncc2)CS1 (stereo unspecified)
assay / compound	9	10	11	12	13	14	15	16
CHO-K1 Ca ag	0.7	1.2	-0.1	-0.6	0.1	1.2	5.2	1.8
M1 PAM parental	9	14	-3	6	18	4	10	22
CHO-K1 Ca antag	-7	-5	-7	-3	-5	3	3	-25
CHRM4 antagonist	-2	-5	1	-4	-1	-9	5	-1
M4 PAM	4	-1	1	22	-2	0	-11	2
CHRM4 agonist	-1	7	2	1	0	3	11	0
M5 ag	1	3	-3	1	-5	2	-2	2
CHRM5 PAM	-10	0	3	6	5	-3	-13	6
M5 antag	12	14	-1	-8	6	-4	10	-9

[17] CC1Cc2nc(SCC(=O)Nc3ccc4c(c3)OCO4)n(CCc3ccccc3)c(=O)c2S1 (stereo unspecified)
[18] CN1C(=O)c2c(sc3c2CC(C)(C)SC3)N2CCN=C12
[19] O=S1(=O)C=C(SCCN2CCCC2)c2ccccc21
[20] Cc1cc(NS(=O)(=O)c2ccc(NC(=O)COc3ccc(C#N)cc3)cc2)nc(C)n1
[21] COC(=O)N1c2ccccc2CCc2ccccc21
[22] Cc1ccc(S(=O)(=O)Oc2ccccc2/C=C2/SC(=O)NC2=O)cc1
[23] CC1CCN(C(=O)CN(c2cccc(F)c2)S(C)(=O)=O)CC1
[24] C=CCn1c(SCc2c(F)cccc2Cl)nnc1-c1ccco1
assay / compound	17	18	19	20	21	22	23	24
CHO-K1 Ca ag	1.0	1.3	0.3	0.2	0.0	3.8	0.5	1.9
M1 PAM parental	5	-7	10	9	18	-17	11	0
CHO-K1 Ca antag	11	-3	0	-15	-10	4	2	4
CHRM4 antagonist	1	-4	6	15	4	5	3	0
M4 PAM	-6	1	-2	-1	-4	-11	-1	-1
CHRM4 agonist	1	3	0	1	-1	6	2	3
M5 ag	0	7	-8	3	-8	1	-5	-2
CHRM5 PAM	-5	-5	3	-3	-3	-9	2	-6
M5 antag	-3	6	-5	9	22	18	4	2

[25] Cc1ccc(S(=O)(=O)NC(=O)C2(C)CCN2C(=O)Cc2ccc(-c3ccccc3)cc2)nc1 (stereo unspecified)
[26] CCN1C(=O)C2C(c3ccc(O)c(OC)c3)NC(C)(C(=O)OC)C2C1=O (stereo unspecified)
[27] CC1CC(C)CN(CCC(=O)Nc2ccc3c(c2)CCC3)C1 (stereo unspecified)
[28] CC(C)(C)OC(=O)NCCc1onc(-c2ccccc2F)c1C(=O)O
[29] O=C(COC(=O)c1ccc(Br)cc1)NC(=O)NCc1ccccc1
[30] O=C(COc1cc(F)ccc1[N+](=O)[O-])N1N=C(c2cccs2)CC1c1ccco1 (stereo unspecified)
[31] O=C(C[N+]12CC[N+](CC(=O)c3ccc(F)cc3)(CC1)CC2)c1ccc(F)cc1
[32] Cc1onc(-c2c(F)cccc2Cl)c1C(=O)N[C@@H]1C(=O)N2C(C(=O)O)C(C)(C)S[C@H]12 (stereo partly specified)
assay / compound	25	26	27	28	29	30	31	32
CHO-K1 Ca ag	-0.1	0.1	1.2	0.0	-0.3	-0.1	0.3	0.2
M1 PAM parental	-13	14	24	5	-6	16	16	8
CHO-K1 Ca antag	9	-3	-9	-6	-8	-25	-11	-13
CHRM4 antagonist	8	-8	-4	-8	-5	-6	-5	-9
M4 PAM	-3	3	-6	0	17	-1	0	3
CHRM4 agonist	0	0	1	0	4	2	1	1
M5 ag	0	3	-5	1	0	1	-1	-1
CHRM5 PAM	-1	1	0	4	-18	1	5	3
M5 antag	3	-5	3	-1	9	-1	3	-8

# In a second layout: 3 of the compounds above
# Below each SMILES: CHO-K1 Ca ag	M1 PAM parental	CHO-K1 Ca antag	CHRM4 antagonist	M4 PAM	CHRM4 agonist	M5 ag	CHRM5 PAM	M5 antag
30	O=C(COc1cc(F)ccc1[N+](=O)[O-])N1N=C(c2cccs2)CC1c1ccco1 (stereo unspecified)
 : -0.1	16	-25	-6	-1	2	1	1	-1
20	Cc1cc(NS(=O)(=O)c2ccc(NC(=O)COc3ccc(C#N)cc3)cc2)nc(C)n1
 : 0.2	9	-15	15	-1	1	3	-3	9
12	Cc1ccc2cc3c(NC(=O)CC(C)C)nn(C)c3nc2c1
 : -0.6	6	-3	-4	22	1	1	6	-8

# Following part
[33] COCCN1C[C@@H](CO)O[C@@H](n2cnc3c(N4CCOCC4)ncnc32)C1
[34] N#CC1=C(N)Oc2cc(O)ccc2C1c1ccc(Br)s1 (stereo unspecified)
[35] Cc1cccc(C(=O)Nc2ccc(C(=O)N/N=C/c3cccnc3)cc2)c1
[36] O=C(NCc1ccccn1)c1cn(-c2ccccc2)nc1-c1ccc(Cl)cc1
[37] Cc1ccc(OCC(=O)Nc2nnn(C)n2)c(C)c1
[38] O=C(Cc1c(F)cccc1Cl)Nc1cc(S(=O)(=O)N2CCOCC2)ccc1N1CCCC1
[39] CC1=NN(C(=O)CCc2ccccc2)C(c2ccccc2)C1 (stereo unspecified)
[40] O=C(CCN1C(=O)/C(=C/c2ccc(F)cc2)SC1=S)NC1CCS(=O)(=O)C1 (stereo unspecified)
assay / compound	33	34	35	36	37	38	39	40
CHO-K1 Ca ag	0.5	13	2.2	0.2	1.2	-0.1	11	2.3
M1 PAM parental	-9	3	19	5	24	3	22	-14
CHO-K1 Ca antag	21	-1	-12	3	-6	-12	1	-1
CHRM4 antagonist	-1	-10	9	-16	8	-8	5	3
M4 PAM	2	0	-11	7	2	2	1	-1
CHRM4 agonist	0	14	4	1	1	-1	0	2
M5 ag	0	29*	-1	-3	-1	3	-3	0
CHRM5 PAM	-5	-21	0	-4	3	-6	-3	-2
M5 antag	-3	9	8	2	-5	6	-5	5

# Whole records as entered above. Screens in order: CHO-K1 Ca ag, M1 PAM parental, CHO-K1 Ca antag, CHRM4 antagonist, M4 PAM, CHRM4 agonist, M5 ag, CHRM5 PAM, M5 antag
# Entry for `N#CC1=C(N)Oc2cc(O)ccc2C1c1ccc(Br)s1` (stereo unspecified) = 13, 3, -1, -10, 0, 14, 29*, -21, 9
# Entry for `O=C(Cc1c(F)cccc1Cl)Nc1cc(S(=O)(=O)N2CCOCC2)ccc1N1CCCC1` = -0.1, 3, -12, -8, 2, -1, 3, -6, 6

# The list goes on:
[41] O=C(NNS(=O)(=O)c1ccc(F)cc1)C1CCN(Cc2cccc(F)c2)CC1
[42] CCNC(=O)c1cc2c(c(-c3cccc(-c4ccccc4F)c3)n1)[C@H](CCO)N(C(=O)CC)C2
[43] CCOC(=O)NC(=O)CN1C(=O)NC2(CCc3ccccc32)C1=O (stereo unspecified)
[44] O=C(CSc1ccc2nnc(-c3ccccn3)n2n1)Nc1ccccc1C(F)(F)F
[45] COc1ccc(-c2csc(C(NC(C)=O)c3ccccc3)n2)cc1 (stereo unspecified)
[46] Cc1[nH]c2ccccc2c1/C=C(\C#N)C(=O)NCc1ccccc1
[47] CCOCCCNC(=O)c1ccc(CS(=O)(=O)Cc2cccc(C)c2)o1
[48] CCC(=O)NC(=S)Nc1cccc(NC(=O)CC)c1
assay / compound	41	42	43	44	45	46	47	48
CHO-K1 Ca ag	-0.4	2.0	0.9	0.6	0.3	1.4	0.1	0.3
M1 PAM parental	-14	22	-4	2	13	19	-6	3
CHO-K1 Ca antag	13	-22	-22	-4	-7	-4	-10	0
CHRM4 antagonist	3	-3	-21	5	6	-1	7	4
M4 PAM	-3	3	13	4	-1	-1	3	3
CHRM4 agonist	0	6	1	1	2	9	2	1
M5 ag	-11	3	-1	-3	1	-2	1	-1
CHRM5 PAM	-15	-9	6	-1	3	-1	-2	1
M5 antag	-2	2	2	11	-7	-5	1	-6

[49] CC(C)c1ccccc1OCC(=O)Nc1nnc(C2CC2)s1
[50] CCCC(=O)N1CCOCC1c1cc(C(=O)NCc2ccccc2)no1 (stereo unspecified)
[51] CCCNC(=S)N1CCC(c2nc3cc(C)c(C)cc3[nH]2)CC1
[52] O=C(O)C1C2C=CC(O2)C1C(=O)NCCC1=CCCCC1 (stereo unspecified)
[53] COc1ccc(C[C@H]2c3cc(O)c(OC)cc3CC[N+]2(C)[O-])cc1O (stereo partly specified)
[54] N=c1c(C(=O)NC2CCCC2)cc2c(=O)n3ccccc3nc2n1CCN1CCOCC1
[55] O=C(NCC1CC1)C1Cc2c(-c3ccc4c(c3)OCO4)ccnc2O1 (stereo unspecified)
[56] O=C(NCc1ccc(Cl)cc1)c1ccc(-n2cccn2)nc1
assay / compound	49	50	51	52	53	54	55	56
CHO-K1 Ca ag	0.1	0.7	-0.5	0.7	-0.1	0.7	0.8	0.7
M1 PAM parental	-24	18	4	11	-11	-6	29	-10
CHO-K1 Ca antag	-1	-8	-13	-4	5	15	0	0
CHRM4 antagonist	-3	-2	-8	-6	-3	-5	-17	2
M4 PAM	8	2	6	6	0	-3	7	-4
CHRM4 agonist	-1	0	0	0	2	2	1	2
M5 ag	3	1	-2	-5	2	-4	-1	0
CHRM5 PAM	-4	6	7	4	-2	-4	3	-6
M5 antag	6	-3	-3	-7	6	-9	2	11
